Assay outcomes as filed in PubChem.
ANO1 block: TMEM16A chloride channel inhibitors, primary screen, cell-based, HTS | HEK293 TMEM16A/YFP iodide influx fluorescence, ionomycin | normalized B-score (activity score, 25-100; higher = stronger inhibition) at 10 µM | 310,000 tested, 1.2% active | AID 588511, 2011;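 active = ratio plate-corrected score three or more library SD toward inhibition, starting fluorescence score within five deviations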;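 also: score derived from kinetic fluorescence span divided by baseline fluorescence per well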
TRPC4 agonist: activators of mouse TRPC4 channel, primary screen, Fluo4 calcium, HEK293 TRPC4beta/mu-opioid cells; Short transient receptor potential channel 4 (Mus musculus), Q9QUQ5; Fluo4 calcium fluorescence; active compounds read high; B-score at 10 µM; 310,000 tested, 0.49% active; AID 2237, 2010;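 active = B-score above 5 SD of library B-scores, and initial fluorescence ratio not above library mean plus 5 SD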;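 also: positive B-score marks a calcium rise read as TRPC4 activation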
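Assay system: HEK293 stable line with TRPC4beta plus mu-opioid receptor; schedule: 45 min room-temperature Fluo4 loading, 110 s read; technique: kinetic Fluo4 calcium fluorescence; evaluation: integrated baseline-normalised fluorescence ratio, converted to per-well B score; controls: buffer (low) and maximal DAMGO (high)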
RGS4 inh: RGS4 inhibitors, primary screen, cell-based, HEK293 M3R inducible RGS4, calcium flux | Regulator of G-protein signaling 4 (Homo sapiens), P49798 | Fluo-4 calcium flux; active compounds read high; triggered by carbachol at its EC20 | B-score at 10 µM | 310,000 tested, 0.45% active;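 active = B-score, a plate-corrected calcium signal, over three deviations above library mean, with baseline fluorescence within five deviations of library mean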;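 also: RGS4 expression induced by doxycycline in cells with stable M3 receptor; B-score is computed from the integrated fluorescence ratio over baseline after carbachol; higher B-score means a larger calcium signal and so more RGS4 inhibition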
Target sequence (P49798 whole entry, looked up): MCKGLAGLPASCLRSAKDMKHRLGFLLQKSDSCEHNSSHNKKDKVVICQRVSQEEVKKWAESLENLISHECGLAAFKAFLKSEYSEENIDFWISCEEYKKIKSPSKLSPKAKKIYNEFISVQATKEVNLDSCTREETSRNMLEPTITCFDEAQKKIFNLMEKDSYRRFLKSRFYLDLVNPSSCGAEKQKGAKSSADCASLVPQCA
ANO1 activ: TMEM16A chloride channel activators or potentiators, primary screen, cell-based, HTS. B-score at 10 µM. HEK293 TMEM16A/YFP-H148Q/I152L, iodide quench fluorescence; active compounds read low. 340,000 tested, 0.3% active;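 active = fluorescence-ratio B-score plate-corrected deviation score at least 3 library SD below zero, with starting fluorescence score within 5 deviations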;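 also: channel opened by trigger with iodide after compound preincubation; score built on the fluorescence ratio of max minus min over baseline; more negative score means more quench and so TMEM16A activation or potentiation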
MrgX1 allo act: positive allosteric modulators of MrgX1, primary screen, HEK293 cells, Fluo-4 calcium flux; FDSS; active compounds read high; B-score at 10 µM; Mas-related G-protein coupled receptor member X1 (Homo sapiens), Q96LB2; AID 588675, 2011; 310,000 tested, 0.63% active;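 active = plate-corrected calcium response at least 3 library SD above typical, normal starting fluorescence, not activating the receptor alone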;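 also: compound read alongside a low EC10 to EC30 dose of BAM8-22 agonist; peak minus trough fluorescence over baseline measured at the second addition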
TRPC6 inhibitor: mouse TRPC6 channel inhibitors, primary screen, cell-based, HEK293, membrane potential dye | Short transient receptor potential channel 6 (Mus musculus), Q61143 | 310,000 tested, 1.1% active | B-score at 10 µM | ACh-evoked depolarization; active compounds read low;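 active = B-score under library mean minus 3 SD, initial fluorescence not abnormally high, positive integrated signal ratio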;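 also: B-score derived from integrated fluorescence ratio over the kinetic read; more negative B-score means stronger inhibition of depolarization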
Target sequence (Q61143 whole entry, looked up): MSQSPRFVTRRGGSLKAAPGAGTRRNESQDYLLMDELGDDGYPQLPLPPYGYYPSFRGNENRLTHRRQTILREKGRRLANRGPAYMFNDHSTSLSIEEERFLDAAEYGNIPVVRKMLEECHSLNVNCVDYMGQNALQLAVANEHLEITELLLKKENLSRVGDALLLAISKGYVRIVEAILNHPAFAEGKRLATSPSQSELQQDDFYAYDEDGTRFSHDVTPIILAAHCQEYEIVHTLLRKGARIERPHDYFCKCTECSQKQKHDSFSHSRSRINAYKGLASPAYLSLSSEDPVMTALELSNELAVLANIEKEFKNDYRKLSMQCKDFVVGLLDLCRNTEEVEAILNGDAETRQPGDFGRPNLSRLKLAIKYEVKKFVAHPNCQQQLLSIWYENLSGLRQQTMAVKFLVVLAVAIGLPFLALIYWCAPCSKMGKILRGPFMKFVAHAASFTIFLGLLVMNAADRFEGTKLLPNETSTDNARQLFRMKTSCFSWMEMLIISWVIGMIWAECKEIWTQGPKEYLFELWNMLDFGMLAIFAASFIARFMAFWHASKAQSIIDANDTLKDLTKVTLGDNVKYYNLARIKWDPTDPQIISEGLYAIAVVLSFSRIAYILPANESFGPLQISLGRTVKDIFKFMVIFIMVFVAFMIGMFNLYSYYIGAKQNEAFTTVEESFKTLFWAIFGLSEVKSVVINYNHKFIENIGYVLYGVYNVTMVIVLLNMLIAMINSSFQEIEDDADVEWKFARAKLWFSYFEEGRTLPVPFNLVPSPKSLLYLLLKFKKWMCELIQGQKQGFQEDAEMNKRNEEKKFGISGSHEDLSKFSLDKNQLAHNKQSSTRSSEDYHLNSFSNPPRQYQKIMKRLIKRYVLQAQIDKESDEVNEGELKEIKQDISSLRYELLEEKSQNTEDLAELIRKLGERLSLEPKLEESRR
TRPC4 block: inhibitors of mouse TRPC4 channel, primary screen, Fluo4 calcium, HEK293 TRPC4beta/mu-opioid cells; DAMGO-evoked Fluo4 calcium flux; active compounds read low; Short transient receptor potential channel 4 (Mus musculus), Q9QUQ5; 300,000 tested, 0.39% active; B-score at 10 µM; AID 2247, 2010;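 active = B-score over 3 SD under the library average, no early fluorescence shift, positive overall ratio signal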
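Assay system: TRPC4beta/mu-opioid receptor HEK293 cell line; compound dosing: single concentration per test compound; detection: Fluo4 Ca2+ flux fluorescence; evaluation: per-well B score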
TRPC4 PAM: positive allosteric modulators of TRPC4, primary screen, cell-based, mouse TRPC4beta, HEK293 mu-opioid, Fluo-4 calcium; Short transient receptor potential channel 4 (Mus musculus), Q9QUQ5; DAMGO EC20, Fluo-4 Ca2+ flux; active compounds read high; B-score at 10 µM; 310,000 tested, 0.42% active;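 active = B-score of calcium response area above 5 SD of library B-scores, with initial fluorescence ratio within 5 SD of library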;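 also: B-score of integrated fluorescence ratio over time as area under calcium response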
TRPC6 activator: mouse TRPC6 channel activators, primary screen, cell-based, HEK293, membrane potential dye. Short transient receptor potential channel 6 (Mus musculus), Q61143. HEK293-TRPC6 membrane potential dye fluorescence; active compounds read high. B-score at 10 µM. 310,000 tested, 0.13% active;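 active = B-score of the integrated fluorescence ratio above library mean plus 3 SD, and starting fluorescence ratio within library mean plus 5 SD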;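 also: higher score means more depolarization so channel activation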
MrgX1 antag: antagonists of human MrgX1 receptor, primary screen, HEK293 cells, Fluo-4 calcium flux; BAM8-22 antagonism; active compounds read low; Mas-related G-protein coupled receptor member X1 (Homo sapiens), Q96LB2; AID 588676, 2011; 310,000 tested, 1.3% active; B-score at 10 µM;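 active = calcium-response B-score plate-corrected more than 3 library SD below zero, starting fluorescence within 5 deviations, no agonist response on first addition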;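 also: peak minus trough fluorescence over baseline after final BAM8-22 challenge near maximal dose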
MrgX1 agonist: agonists of human MrgX1 receptor, primary screen, HEK293 cells, Fluo-4 calcium flux; Mas-related G-protein coupled receptor member X1 (Homo sapiens), Q96LB2; Fluo-4 calcium fluorescence, agonist mode; active compounds read high; B-score at 10 µM; 310,000 tested, 0.44% active;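 active = calcium response B-score plate-corrected fluorescence ratio at least 3 library SD, with starting fluorescence B-score inside 5 SD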
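Assay system: MrgX1-expressing HEK293 cells / Amount: fifteen thousand cells per well / Doses: test compound in the initial addition of three / Timing: cells plated overnight, dye loaded 0.5 h 37 °C, 0.5 h room temperature / Technique: kinetic calcium dye fluorescence, Fluo-4 NW / Control set: positive and negative controls per plate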
* hit, by the source's call; i = inactive; / = not tested or not shown.

Every second line gives: TRPC6 inhibitor | TRPC4 block | ANO1 activ | MrgX1 allo act | MrgX1 antag | RGS4 inh | ANO1 block | TRPC6 activator | MrgX1 agonist | TRPC4 PAM | TRPC4 agonist
CN(C(=O)CSc1nc2cc(C(=O)O)ccc2c(=O)n1Cc1ccccc1)C1CCS(=O)(=O)C1 (configuration not stated)
→ i | i | i | i | i | i | i | i | i | i | i
Cc1ccc(C)c(S(=O)(=O)N2CCN(C(C)C(=O)Nc3ccccc3-c3ccccc3)CC2)c1 (configuration not stated)
→ i | i | i | i | i | i | i | i | i | i | i
COc1ccc(NC(=O)COc2nc(N(C)C)nc(N(C)C)n2)cc1
→ i | i | i | i | i | i | i | i | i | i | i
CNS(=O)(=O)c1cccc(C(=O)OC2CCOC2=O)c1 (configuration not stated)
→ i | i | i | i | i | i | i | i | i | i | i
COc1ccc(C)cc1NC(=O)CN1CCN(c2ccccn2)CC1
→ i | i | i | i | i | i | i | i | i | i | i
Cc1cccc(Nc2cc(=O)[nH]c(=O)[nH]2)c1C
→ i | i | i | i | i | i | i | i | i | i | i
COc1ccc(Cc2nnc(SC(C)C(=O)Nc3ccc(C(N)=O)cc3)o2)cc1 (configuration not stated)
→ i | i | i | i | i | i | i | i | i | i | i
NC(=O)CN1C(=O)C(O)(CC(=O)c2ccccc2O)c2ccccc21 (configuration not stated)
→ i | i | i | i | i | i | i | i | i | i | i
Cc1nn(CCC(=O)NNC(=S)Nc2cccc(Cl)c2)c(C)c1[N+](=O)[O-]
→ i | i | i | i | i | i | i | i | i | i | i
CN1CCN(CC(=O)N2c3ccccc3C(C)(c3ccccc3)CC2(C)C)CC1 (configuration not stated)
→ i | i | i | i | i | i | i | i | i | i | i
CCCCCC(=O)N=Nc1c(O)[nH]c2ccc([N+](=O)[O-])cc12
→ i | i | i | i | i | i | i | i | i | i | i
COc1cccc(C=Nc2cccc3c(=O)[nH][nH]c(=O)c23)c1O
→ i | i | i | i | i | i | i | i | i | i | i
O=C(/C=C/c1cccs1)Nc1ccc(Br)cn1
→ i | i | i | i | i | i | i | i | i | i | i
COCCNC(=S)N/N=C/c1ccc(-c2ccc([N+](=O)[O-])cc2)o1
→ i | i | i | i | i | i | i | i | i | i | i
CCCCC(CC(O)COCC(C)C)C(=O)NNC(=S)Nc1ccccc1 (configuration not stated)
→ i | i | i | i | i | i | i | i | i | i | i
Cc1cc(OCC(O)CN2CCCC2)cc(C)c1Cl (configuration not stated)
→ i | i | i | i | i | i | i | i | i | i | i
O=C(Nc1cc(Cl)ccc1Cl)c1ccc(-c2ccccc2)cc1
→ i | i | i | i | i | i | i | i | i | i | i
O=C(c1ccccc1O)N1N=C(c2ccccc2)CC1(O)C(F)(F)F (configuration not stated)
→ i | i | i | i | i | i | i | i | i | i | i
CCCCN(C)CCNC(=O)c1cc2c(=O)[nH]c3ccccc3c2n1C
→ i | i | i | i | i | i | i | i | i | i | i
Cc1cccc2cc3c(NC(=O)C(C)(C)C)nn(CC(C)C)c3nc12
→ i | i | i | i | i | i | i | i | i | i | i
O=C(O)/C(=C\c1ccc(Cl)c([N+](=O)[O-])c1)c1ccc(S(=O)(=O)N2CCCCC2)s1
→ i | i | i | i | i | i | i | i | i | i | i
O=C(NCCNc1ccnc2cc(Cl)ccc12)c1ccccc1F
→ i | i | i | i | i | i | i | i | i | i | i
O=C(Nc1cnccn1)c1ccc(F)cc1Cl
→ i | i | i | i | i | i | i | i | i | i | i
O=C(c1cccc(Br)c1)N1CCCc2ccccc21
→ i | i | i | i | i | i | i | i | i | i | i
COc1ccc(/C=N\NS(=O)(=O)c2ccc(Br)cc2)cc1COc1ccccc1[N+](=O)[O-]
→ i | i | i | i | i | i | i | i | i | i | i
CC(c1ccccc1)C1CC(=O)N(c2ccccc2)C1=O (configuration not stated)
→ i | i | i | i | i | i | i | i | i | i | i
O=C1C=CC(=O)N1c1ccc(O)cc1
→ i | i | i | i | i | 13.6* | i | i | i | i | i
O=C(CS(=O)(=O)c1ccc(Cl)c(Cl)c1)Nc1ccccc1Cl
→ i | i | i | i | i | i | i | i | i | i | i
COc1cccc(S(=O)(=O)NCc2ccc(C(=O)N3CCN(c4ccccc4OC)CC3)cc2)c1
→ i | i | i | i | i | i | i | i | i | i | i
CCC(=O)Nc1ccc(C(=O)NNC(=O)C2CCCCC2)cc1
→ i | i | i | i | i | i | i | i | i | i | i
CC(C)C1Nc2ccc(C(=O)NC3CCCCC3)cc2NC1=O (configuration not stated)
→ i | i | i | i | i | i | i | i | i | i | i
CC(C)=N/N=C(/c1ccc([N+](=O)[O-])cc1)C12CN3CN(CN(C3)C1)C2
→ i | i | i | i | i | i | i | i | i | i | i
CN1C(=O)c2ccc(C(=O)Nc3nccs3)cc2C1=O
→ i | i | i | i | i | i | i | i | i | i | i
CC(C)c1ccc(S(=O)(=O)N2CCN(CC(=O)Nc3ccc4c(c3)OCO4)CC2)cc1
→ / | / | i | i | i | / | i | / | i | / | /
O=C(c1cc2nc(-c3ccc(F)cc3)cc(C(F)(F)F)n2n1)N1CCOCC1
→ i | i | i | i | i | i | i | i | i | i | i
Brc1cccc(OCCN2CCCCC2)c1
→ i | i | i | i | i | i | i | i | i | i | i
CCN1CCC(n2nccc2NC(=O)c2ccccc2Cl)CC1
→ i | i | i | i | i | i | i | i | i | i | i
C=CCNC(=O)c1csc(-c2ccccc2)n1
→ i | i | i | i | -6.07* | i | i | i | i | i | i
Cc1nn(C)c(C)c1S(=O)(=O)NC1CCCC1
→ i | i | i | i | i | i | i | i | i | i | i
COc1ccccc1CCNC(=O)c1ccc(OC)c(OC2CCN(C(C)C)CC2)c1
→ i | i | i | i | i | i | i | i | i | i | i
Cc1nc(N2CCOCC2)c(C#N)c(C)c1Br
→ i | i | i | i | i | i | i | i | i | i | i
CC1CCN(C(=O)CNC(=O)c2cccc(OC(F)F)c2)CC1
→ i | i | i | i | i | i | i | i | i | i | i
COCCn1c(=NC(=O)c2ccc(S(=O)(=O)N3CCOCC3)cc2)sc2cc(S(N)(=O)=O)ccc21
→ i | i | i | i | i | i | i | i | i | i | i
CC(C)OC(=O)CSc1nnc(-c2ccc(C(C)(C)C)cc2)n1N
→ i | i | i | i | i | i | i | i | i | i | i
OCCSc1c(F)c(SCCO)c(SCCO)c(F)c1SCCO
→ i | i | i | i | i | i | i | i | i | i | i
COc1ccccc1C1SCCN1S(=O)(=O)c1cccc(C(F)(F)F)c1 (configuration not stated)
→ i | i | i | i | i | i | i | i | i | i | i
O=C(CSc1nnc(NC(=O)C2CC(=O)N(c3ccc(F)cc3)C2)s1)NCc1ccco1 (configuration not stated)
→ i | i | i | i | i | i | i | i | i | i | i
CC(C)(C)c1cc(NC(=O)c2cccc(S(=O)(=O)N3CCOCC3)c2)no1
→ i | i | i | i | i | i | i | i | i | i | i
COc1ccccc1-n1ccnc(SCC(=O)NCc2ccccc2Cl)c1=O
→ i | i | i | i | i | i | i | i | i | i | i
CCCCCN(C(=O)COC(=O)COc1c(C)cc(C)cc1C)c1c(N)n(CCCC)c(=O)[nH]c1=O
→ i | i | i | i | i | i | i | i | i | i | i
Cc1ccc(NC(=O)CN2CCC(NC(=O)Cc3ccccc3)CC2)cc1C
→ i | i | i | i | i | i | i | i | i | i | i
COc1ccc(N2CCN(C(=O)CCc3nnc4ccc(N5CCC(C)CC5)nn34)CC2)cc1
→ i | i | i | i | i | i | i | i | i | i | i
S=C(c1cccs1)N1CCCC1
→ i | i | i | i | i | i | i | i | i | i | i
O=C(NCC1OCCc2ccccc21)c1ccc(NC(=O)c2ccccc2Cl)cc1 (configuration not stated)
→ i | i | i | i | i | i | i | i | i | i | i
CC1CN(Cc2nc3c(c(=O)[nH]c(=O)n3C)n2CC(N)=O)CC(C)O1 (configuration not stated)
→ i | i | i | i | i | i | i | i | i | i | i
CCOc1cc(S(=O)(=O)Nc2ccc(Cl)cn2)ccc1Cl
→ i | i | / | i | i | i | i | i | i | i | i
C=CCn1c(-c2ccc(Cl)cc2)ccc(C#N)c1=O
→ i | i | i | i | i | i | i | i | i | i | i
O=C(Nc1ccccc1)c1ccccc1NC(=O)c1ccccc1[N+](=O)[O-]
→ i | i | i | i | i | i | i | i | i | i | i
O=C(COc1ccccc1Cl)NCCNC(=O)c1cnccn1
→ i | i | i | i | i | i | i | i | i | i | i
O=C(NC1CCCCC1)c1cc([N+](=O)[O-])ccc1N1CCCCC1
→ i | i | i | i | i | i | i | i | i | i | i

Next part
Every second line gives: TRPC6 inhibitor | TRPC4 block | ANO1 activ | MrgX1 allo act | MrgX1 antag | RGS4 inh | ANO1 block | TRPC6 activator | MrgX1 agonist | TRPC4 PAM | TRPC4 agonist
Cc1ccc(C(=O)NC(=S)N2CCN(c3ccccc3F)CC2)cc1
→ i | i | i | i | i | i | i | i | i | i | i
Cc1cc2nc3n(c2cc1C)CC1CC(C(=O)NCC2CC2)N(C)C31 (configuration not stated)
→ i | i | i | i | i | i | i | i | i | i | i
O=C(NCc1ccccn1)c1ccc(Cl)c(S(=O)(=O)N2CCOCC2)c1
→ i | i | i | i | i | i | i | i | i | i | i
COc1ccc(-c2nn(-c3ccccc3)cc2/C=N/O)cc1OC
→ i | i | i | i | i | i | i | i | i | i | i
COc1ccc(CCCC(=O)N/N=C/c2ccccc2OC)cc1
→ i | i | i | i | i | i | i | i | i | i | i
O=C(CNC(=O)c1ccc(-c2ccccc2)cc1)OCc1ccc(Br)cc1
→ i | i | i | / | / | i | / | i | / | i | i
COC(=O)Nc1ccccc1C(=O)N1CCC(O)(c2ccc(Cl)cc2)CC1
→ i | i | i | i | i | i | i | i | i | i | i
